From PubChem
Ins promoter up: MIN6 insulin promoter up-regulation; MIN6 insulin promoter-GFP reporter, high-content imaging; stronger effect = higher value; z-score at 5 µM; 0.3% of 190,000 active;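 active means z-score above 3 at 5 µM with at least 500 cells counted in the well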
Dynein cargo inh: dynein cargo transport inhibition. 3617.4 mouse cells, GR-EGFP nuclear translocation imaging; test concentration mostly 20 µM; stimulated with dexamethasone, 1 µM; stronger effect = lower value. z-score, hits read low. 0.47% of 220,000 active. AID 1381;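 active means plate z-score of nuclear minus cytoplasmic receptor signal below a set negative limit, without overly bright fluorescence or cell loss, cut at about -3.5 in these data, passing the limit was not always enough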;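 further: z-score of nuclear minus cytoplasmic ring GR-EGFP intensity difference per well; some compounds called inactive have numbers as strong as hits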
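Buffer or medium: tetracycline-free induction medium containing charcoal-stripped FBS / Reagent: dexamethasone agonist, 1.0 µM final, for 30 min / Technique: automated 10x imaging of fixed Hoechst-stained cells / Times: induction 48 h, compound 1 h, agonist 30 min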
MT stabilize HCS: microtubule stabilization, imaging screen. AID 2205. 0.83% of 200,000 active. HeLa tubulin immunostaining HCS, 24 h; share of cells brighter than vehicle mean+2SD. % tubulin-high responders, % at 10 µM;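 active means plate Z-score above 3 for both tubulin-high and condensed-nucleus cell shares, with cell loss under 80%, at 10 µM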;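 further: anti alpha tubulin signal scored within the nucleus-defined area of each cell; some results filed as inactive read as strong as hits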
bCat nuc transl: beta-catenin nuclear translocation modulation; HeLa beta-catenin nuclear translocation, immunofluorescence imaging; nuclear translocation activity, % at 5 µM; 0.3% of 190,000 active; AID 1665;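 active means nuclear translocation activity above 50% at 5 µM, with a well cell count of 50 or more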;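 further: per-cell ratio of nuclear to cytoplasmic median beta-catenin stain intensity; plate controls were DMSO negative control for no effect and GSK-3 inhibitor IX positive control for full effect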
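assay system = human HeLa cells, endogenous beta-catenin | times = compound treatment 24 h, 37°C, 5% CO2 | detection = Anti-beta-catenin immunofluorescence on PFA-fixed, Triton-permeabilized cells, DAPI nuclei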
Yfh1-off respiration: enhancers of respiration in Yfh1-depleted yeast, dose response, Friedreich's ataxia, plus single-dose screen (AID 1465); 0.074% of 220,000 active; S. cerevisiae Yfh1-off respiration, WST-1 reduction, 72 h; higher fold induction means a stronger effect; fold induction at 50 µM, or EC50 in µM where a hit was titrated;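 active means fold induction of absorbance versus untreated yeast above a set limit, then at least 30% activation at any dose in follow-up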;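 further: activators that raise dye reduction in frataxin-depleted yeast; strong numbers were not always called active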
HIV fusion peptide: inhibitors of HIV fusion peptide binding, primary screen, biochemical, uHTS, fluorescence dequenching (AID 1986); 0.3% of 290,000 active; inhibition, % at 20 µM; hits with a dose series show IC50 in µM; cell-free peptide binding, fluorescence dequenching, 30 min; higher % means a stronger effect; in the data active means inhibition mostly above about 52%, no sharp cut-off; inactive means mostly below about 76%; further: some results filed as inactive read as strong as hits
WT yeast gro inh: growth inhibition of WT yeast, mitochondrial fusion screen. 2.1% of 190,000 active. mitochondrial fusion phenotypic screen, WT strain. AID 1362. inhibition, % at 10 µM; in the data active means inhibition above about 58%; tested in S. cerevisiae
AID2073: disruptors of CaV2.2 binding to Mint1 – biochemical, HTRF (AID 2073); HTRF protein-protein interaction, Mint1-CaV2.2; higher % means a stronger effect; inhibition, % at 20 µM; hits with a dose series show IC50 in µM; 0.19% of 290,000 active; in the data active means inhibition mostly above about 51%, no sharp cut-off; further: some results filed as inactive read as strong as hits
Autophagy HCS: autophagy modulation, high-content screen; MEF GFP-LC3 puncta imaging; test concentration mostly 10 µM; calls only at 10 µM (by protocol); 0.98% of 190,000 active;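 active means percentage of spot-positive cells more than 3 SD above its plate mean, without a fluorescence outlier flag or 80% toxicity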;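 further: spot-positive cell cutoff set from DMSO-treated cells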
WT yeast gro inh mutant strain: second read-out of WT yeast gro inh, no call of its own (marks repeat the call); inhibition, %; mitochondrial fusion phenotypic screen, mutant strain inhibition
Dynein cargo inh cytoplasmic EGFP: recorded beside Dynein cargo inh, whose call it bears; z-score; measured here: cytoplasmic GR-EGFP intensity; stronger effect = higher value
Dynein cargo inh nuclear GR-EGFP: also measured in Dynein cargo inh; calls as there; z-score; measured here: nuclear GR-EGFP intensity;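 lower value marks the stronger effect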
Dynein cargo inh cell count: further read-out of Dynein cargo inh, marked with its call; z-score; measured here: cell count per field
Ins promoter up cell count: further read-out of Ins promoter up, marked with its call; cell count; measured here: cytotoxicity, nuclei count;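 total cells summed across four imaged fields per well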
bCat nuc transl cell count 5 µM: second read-out of bCat nuc transl, no call of its own (marks repeat the call); cell count; measured here: cell count, cytotoxicity flag
MT stabilize HCS Hoechst-high %: recorded beside MT stabilize HCS, whose call it bears; % Hoechst-high responders; measured here: nuclear condensation Hoechst responders;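 share of cells brighter than vehicle mean plus two SD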
MT stabilize HCS cytotoxicity %: recorded beside MT stabilize HCS, whose call it bears; toxicity, %; measured here: cytotoxicity by cell density;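 0% = mean cell density of plate MIN control wells and 100% = no cells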
Autophagy HCS cell loss 18 h: recorded beside Autophagy HCS, whose call it bears; toxicity, %; measured here: cell loss, nuclei count;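 cell loss after 18 h compound exposure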
The depositor's hits bear a star; i = inactive; / = not tested or not shown.

SMILES	Ins promoter up	Ins promoter up cell count	Dynein cargo inh	Dynein cargo inh cytoplasmic EGFP	Dynein cargo inh nuclear GR-EGFP	Dynein cargo inh cell count	MT stabilize HCS	MT stabilize HCS Hoechst-high %	MT stabilize HCS cytotoxicity %	bCat nuc transl	bCat nuc transl cell count 5 µM	Yfh1-off respiration	HIV fusion peptide	WT yeast gro inh	WT yeast gro inh mutant strain	AID2073	Autophagy HCS	Autophagy HCS cell loss 18 h
CCOc1ccc2nc(SC(CC)C(=O)Nc3cc(C)on3)sc2c1 (stereo not drawn)	0.15	1292	1.5	-0.3	1.3	-0.47	3.2	0.9	8.0	1.3	840	i	0.1%	12	14	-11%	i	20
COc1ccc(C2=NN(C3=NN=C(N)Cc4ncnn43)C(O)(C(F)(F)F)C2)cc1 (stereo not drawn)	-0.28	1375	-0.54	-0.18	-0.087	0.048	1.4	0.7	1.7	-0.6	1009	i	1.5%	0	-4	26%	i	-11
C=CCNC(=O)c1onc(CSc2ccc(F)cc2)c1C(=O)O	0.41	1581	-0.46	-0.14	-0.81	-0.26	2.6	2.3	4.6	-0.8	1261	i	4.4%	13	17	19%	i	-5
CCN(CC)CCNC(=O)c1ccc(NC(=O)c2ccc(Cl)c(S(=O)(=O)Nc3ccccc3OC)c2)cc1	/	/	-0.3	-0.19	-0.27	-0.46	3.2	1.3	5.9	/	/	i	-0.2%	-17	-5	19%	i	-11
COc1ccc(-n2nnnc2SCC(=O)c2ccc3c(c2)OCCO3)c(OC)c1	-0.12	1522	-0.59	-0.2	-0.17	0.4	2.4	1.8	3.3	0.5	1370	/	5.6%	-10	3	17%	i	3
CCn1cc(SCC(=O)NCc2ccc3c(c2)OCO3)c2ccccc21	0.15	1804	1.4	-0.17	0.79	-0.094	2.7	3.8	7.9	-0.2	1072	i	-1.3%	14	11	3%	i	17
O=C(Nc1c(Cl)cccc1Cl)c1cc(=O)n(Cc2ccccc2)c(=O)[nH]1	0.72	1932	-0.19	-0.086	0.27	0.23	3.2	2.6	5.3	-0.7	1107	i	4.9%	0	9	9%	i	0
Cc1ccc(NC(N)=S)cc1	0.45	1298	-0.061	-0.23	0.39	0.21	1.7	2.6	10	/	/	i	2.4%	-8	-1	-11%	i	3
Cc1cc(C(=O)C(=O)O)c(C)n1-c1ccc(Cl)cc1	/	/	-0.34	0.14	0.19	-0.72	4.5	1.1	8.7	0.1	1486	i	0.0%	1	1	-8%	i	22
CCSc1ccccc1C(=O)NCc1ccc(OC)cc1	/	/	-0.71	-0.14	-0.41	0.48	1.1	0.9	9.0	-16	1196	i	-1.2%	-10	-84	-2%	i	-1
O=C(NNc1ccccc1[N+](=O)[O-])Nc1cccc(Cl)c1	1.8	799	2.9	-0.19	2.4	-2.4	/	/	/	0.4	1306	i	-2.6%	/	/	-32%	/	/
CC(C)(C)NC(=O)CSc1nnc(C2CC2)n1-c1ccccc1	-0.47	1493	-0.22	-0.31	-0.13	-0.16	7.2	1.9	11	-1.7	1089	i	-1.5%	-4	5	3%	i	33
Cc1ccc(/C=C/C(=O)Nc2cc(S(=O)(=O)N3CCCCCC3)ccc2OCC(F)(F)F)o1	/	/	1.2	-0.14	0.51	-1.6	2.8	2.3	8.0	0.8	886	i	12%	9	-18	17%	i	-25
CCOC(=O)C1CCCN(c2ncnc3c2cnn3-c2ccc(OC)cc2)C1 (stereo not drawn)	0.09	1819	-0.93	-0.31	-0.74	-0.96	4.1	3.3	5.2	-0.9	1033	i	1.1%	4	14	5%	i	13
O=C(Nc1ccc(NC(=O)C2CC2)cn1)c1ccccc1Cl	-0.03	1641	-0.18	-0.28	0.19	-0.51	2.1	2.1	3.4	1.5	1014	i	0.4%	-5	1	8%	i	-2
NNC(=O)CNC(=O)c1ccc(F)cc1	0.34	1510	0.41	-0.1	0.48	-0.34	1.5	1.8	8.5	3.6	1059	i	4.2%	2	17	1%	i	-4
COc1cccc(CN2CCC(C(=O)N3CCN(c4ccccc4F)CC3)CC2)c1	0.13	1326	-0.66	-0.28	-0.68	0.81	2.8	2.4	5.7	-0.4	520	i	3.9%	-6	-8	4%	i	1
O=C(NCc1ccc2c(c1)OCO2)c1ccc(S(=O)(=O)N2CCCCC2)cc1	-0.5	1080	-0.14	0.56	0.45	-0.59	2.0	1.1	6.5	-0.7	1129	i	-3.0%	1	8	2%	i	-3
O=S(=O)(NCC(Nc1ccc(Cl)cc1)c1ccccc1)c1ccccc1 (stereo not drawn)	-0.44	1368	-0.1	-0.32	-0.24	0.21	5.1	1.3	4.6	/	/	i	-2.4%	83*	14*	1%	i	7
Cc1ccccc1C(=O)NC(=S)NCc1cccnc1	-0.13	1557	-0.33	-0.22	-0.093	0.89	2.5	2.7	3.4	-0.9	1065	i	-2.1%	-13	-10	-15%	i	-3
O=C(O)C1Cc2[nH]cnc2C(c2ccc(F)cc2)N1 (stereo not drawn)	0.44	1143	1.5	-0.33	0.46	-2	1.7	2.7	4.0	-1.9	1093	i	-0.6%	-7	9	2%	i	1
CCCNC(=O)Cn1cnc2sc(C(=O)N3CCCC(C(=O)OCC)C3)c(C)c2c1=O (stereo not drawn)	-0.57	1345	-0.34	-0.13	0.17	0.24	4.5	2.4	9.0	-0.7	742	i	-0.2%	-26	10	-6%	i	12
Cc1ccc(S(=O)(=O)Oc2ccc(/C=C(/NC(=O)c3ccccc3)C(=O)NCCC(=O)O)cc2)cc1	-0.12	1487	-0.13	-0.34	0.47	0.32	1.6	1.9	2.6	0.3	978	i	2.8%	-3	-3	-6%	i	-1
CCCCCCn1c(COc2ccccc2F)nnc1SCC(=O)c1c(N)n(C)c(=O)n(C)c1=O	0.15	1344	-0.13	-0.21	0.1	0.41	2.2	1.2	4.0	-1.9	537	i	-1.0%	0	9	3%	i	-7
CCC(=O)Nc1ccc(C(=O)Nc2cccc(OC)c2)cc1	/	/	0.43	-0.18	0.056	-0.23	2.2	1.5	5.7	/	/	i	-0.6%	-7	-3	5%	i	7
Cc1c(NS(=O)(=O)CC23CCC(CC2=O)C3(C)C)c(=O)n(-c2ccccc2)n1C (stereo not drawn)	-0.65	868	0.9	-0.32	0.37	-0.85	4.2	2.7	2.6	1.0	1183	i	0.8%	0	5	0%	i	11
Cc1cc(C)nc(NC(=O)c2c(-c3ccccc3Cl)noc2C)c1	0.18	1310	0.54	-0.13	0.42	-0.96	2.4	2.0	5.9	/	/	i	-0.7%	-2	-11	2%	i	0
CC(=O)NCc1cn2c(C)csc2n1	1.8	980	-0.056	-0.094	0.31	-0.86	1.5	1.9	9.2	-0.6	1047	i	0.8%	7	3	-8%	/	/
Cc1cc(C)c(O)c(-c2cc(C(=O)Nc3c(C)n(C)n(-c4ccccc4)c3=O)[nH]n2)c1	0.34	1132	-0.97	-0.25	-0.088	1.4	/	/	/	1.0	1287	i	-3.8%	/	/	-2%	/	/
COc1ccccc1NC(=O)Cc1csc(N)n1	0.02	1181	-0.74	-0.35	-0.31	0.5	3.2	3.8	7.3	-4.0	1050	i	-1.3%	-1	7	-11%	i	11
Clc1ccc2nc(C3CCN(Cc4nnnn4C4CCCCC4)CC3)[nH]c2c1	/	/	0.18	-0.15	0.52	-1.2	3.0	1.3	5.2	1.1	514	i	3.6%	-15	4	3%	i	-11
COC(=O)c1ccc(NC(=O)C2C3CCC(C3)C2C(=O)O)cc1 (stereo not drawn)	0.4	1209	-0.27	-0.26	-0.02	0.075	2.2	1.7	24	-3.7	1194	i	2.4%	3	-1	7%	i	1
CC(C)c1ccccc1NS(=O)(=O)N(C)C	0.47	1273	0.94	-0.26	0.6	-0.46	2.0	1.8	12	0.7	1514	i	-2.5%	4	-1	-5%	i	19
Cc1cccc(NC(=O)CCC(=O)NCCO)c1	/	/	0.89	-0.19	0.38	-1.1	3.5	1.8	6.8	-1.1	489	i	0.8%	2	-4	1%	i	-7
COc1cccc(NC(=O)C2CCN(S(C)(=O)=O)CC2)c1	/	/	0.14	-0.21	0.14	-0.67	1.5	1.6	5.9	/	/	i	-0.4%	/	/	25%	i	-8
CCCN=C(C)C1=C(O)c2ccccc2C1=O	-0.19	1097	-0.61	-0.29	0.5	0.044	1.9	2.3	3.6	-4.6	548	i	-0.9%	-3	-9	0%	i	-4
Cc1cccc2c1CC(C)(C)NC2=C(C#N)C#N	-0.57	1378	-0.19	-0.23	0.041	0.26	2.5	2.3	11	-0.3	1021	i	-0.2%	3	9	1%	i	-4
O=C(O)C1Cn2c(nc3c(c2=O)C2(CCCC2)Cc2ccccc2-3)S1 (stereo not drawn)	0.68	1427	1.8	0.14	1	-2.1	2.5	3.0	6.1	0.0	1546	i	3.1%	7	-14	8%	i	-20
COc1ccc2c(c1)CC1c3c(cc4c(c3-2)OCO4)CC[N+]1(C)[O-] (stereo not drawn)	/	/	0.67	-0.69	0.58	-0.77	/	/	/	0.5	1072	i	-1.4%	/	/	4%	/	/
